Myeloid diff MLP – promotes myeloid progenitor differentiation. ER-HoxA9 myeloid progenitors, lysozyme-GFP differentiation, flow cytometry. AID 624256. 360,000 tested, 1% active. calls only at 10 µM;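 active = normalized GFP-positive differentiation at or above the plate's own cutoff, the solvent-only control mean plus 3 SD; inconclusive = no clear call, values can overlap the other calls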;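 note: cells exposed to compound for four days before flow analysis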
Lipid droplet – modulators of hepatic lipid droplet formation; AML12 mouse hepatocytes, oleate lipid droplets, BODIPY imaging; inhibition, % at 6.5 µM; 240,000 tested, 0.4% active;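 active = lipid droplet intensity inhibited by at least 50%, with more than 500 cells counted; inconclusive = wells with under 300 cells, treated as cytotoxic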
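System: AML12 hepatocytes (mouse). Probe or stimulus: oleic acid at 100 µM to induce lipid droplet formation. Times: overnight treatment with compound plus oleate. Detection: Image-based BODIPY and DAPI two-channel analysis. Evaluation: percent inhibition of filter-corrected integrated lipid droplet intensity per well.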
T cell modulator – T cell immune modulation candidate | calls only at 7 µM | 2C CD8+ T cell-vesicle binding, flow cytometry; hits give low values | 330,000 tested, 0.068% active | AID 2052;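 active = response, share of CD8 T cells binding vesicles, and their 90th percentile fluorescence all below set limits, cut at about 80% in these data, passing the limit was not always enough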
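Material: murine 2C transgenic CD8+ T lymphocytes / Also added: QL9-peptide-loaded Drosophila micro-vesicles bearing Ld, ICAM-1 and B7-1 / Schedule: binding step 1.5 h, 37 °C, antibody labelling 20 min, ice / Signal: flow cytometry, PE anti-B7-1 (FL2) versus Alexa647 anti-CD8 (FL8), PFA-fixed / Evaluation: percent CD8+ FL2 mean versus row control / Benchmarks: naked versus QL9-loaded vesicles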
Lipid droplet cells 6.5 µM – also measured in Lipid droplet; calls as there; cell count; measured here: cell count, cytotoxicity flag;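 cells counted across two imaged fields per well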
T cell modulator vesicle-bound % – second read-out of T cell modulator, no call of its own (marks repeat the call); double positive events, %; measured here: CD8+ vesicle-bound cell fraction;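 binding gate set so that unloaded-vesicle control wells show 10% double positive cells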
Myeloid diff MLP GFP+ MAC1+ % – recorded beside Myeloid diff MLP, whose call it bears; GFP+ MAC1+ double positive, %; measured here: differentiation confirmed by MAC1 staining
Starred values were filed as active, the others as inactive; i = inactive; ? = inconclusive; / = not tested or not shown; + = active, no number; & = joins results of further samples. A portion of the library; rates above refer to the full screens.

The opening 6 entries (preview)
SMILES	Myeloid diff MLP	Myeloid diff MLP GFP+ MAC1+ %	Lipid droplet	T cell modulator	T cell modulator vesicle-bound %	others
Cc1ccc(N2CCNCC2C)cc1 (stereo not given)	i	0.5	/	/	/
COc1ccc(CN2Cc3cnnn3-c3ccccc3C2C)cc1 (stereo not given)	i	0.8	/	/	/
COc1ccc2c(c1)C(c1ccc(N(CCCl)CCCl)cc1)=NCC2	i	1.4	/	/	/
CC(=O)N1Cc2cnnn2-c2ccccc2C1C#N (stereo not given)	i	0.7	/	/	/
CC(C)C1CN1CC(O)Cn1ccnc1[N+](=O)[O-] (stereo not given)	i	0.9	/	/	/
CCOC(=O)[C@]12Cc3cc(Cl)ccc3[C@H]1N(C1CCCCC1)C(=O)c1ccccc12	?	/	/	/	/

Main list, repeating the preview:
SMILES	Myeloid diff MLP	Myeloid diff MLP GFP+ MAC1+ %	Lipid droplet	T cell modulator	T cell modulator vesicle-bound %	others
Cc1ccc(N2CCNCC2C)cc1 (stereo not given)	i	0.5	/	/	/
COc1ccc(CN2Cc3cnnn3-c3ccccc3C2C)cc1 (stereo not given)	i	0.8	/	/	/
COc1ccc2c(c1)C(c1ccc(N(CCCl)CCCl)cc1)=NCC2	i	1.4	/	/	/
CC(=O)N1Cc2cnnn2-c2ccccc2C1C#N (stereo not given)	i	0.7	/	/	/
CC(C)C1CN1CC(O)Cn1ccnc1[N+](=O)[O-] (stereo not given)	i	0.9	/	/	/
CCOC(=O)[C@]12Cc3cc(Cl)ccc3[C@H]1N(C1CCCCC1)C(=O)c1ccccc12	?	/	/	/	/
CC(=O)OC1CC2OC3C=C(C)CCC3(C)C1(C)C21CO1 (stereo not given)	i	3.9	/	/	/
CCOC(=O)[C@]12Cc3cc(C)ccc3[C@H]1N(C(C)C)C(=O)c1ccccc12	?	/	/	/	/
COc1cccc(C(c2nnnn2C(C)(C)C)N2CCC3(CC2)C(=O)NCN3c2ccccc2)c1OC (stereo not given)	i	0.7	/	/	/
CCC(=O)OC(Cc1ccccc1)(c1ccccc1)C(C)CN(C)C (stereo not given)	i	1.3	/	/	/
CNC1(c2ccc(F)cc2)CCCCC1	i	0.5	/	/	/
O=C1OCCC1C(=O)c1ccccc1 (stereo not given)	i	0.7	/	/	/
COc1ccc(-n2nnnc2C(CCc2ccccc2)N2CCC3(CC2)C(=O)NCN3c2ccccc2)cc1 (stereo not given)	i	0.3	/	/	/
CSc1nc(C)c(Br)c(N2CC2)n1	i	1.1	/	/	/
CC(C)N(C(=O)CCl)c1ccccc1	i	7.4	/	/	/
C[N+](C)(C)CC1CCCc2ccccc2C1=O (stereo not given)	?	/	/	/	/
CN1C(=O)CCC2(C)C1=CCC1C2CCC2(C)C1CCC2(C)O (stereo not given)	i	0.6	/	/	/
O=C(O)C1(Br)CC12c1ccccc1-c1ccccc12 (stereo not given)	?	/	/	/	/
O=C(NCCCN1CC1)Nc1cccc2ccccc12	i	2.0	/	/	/
c1ccc(CCc2ccc3n2Cc2cnnn2-c2ccccc2-3)cc1	i	1.7	/	/	/
O=C1NC(=S)NC(=O)C1Cc1ccccc1	i	0.9	/	/	/
CCOC(=O)[C@]12Cc3c(cc(OC)c(OC)c3OC)[C@H]1N(C)C(=O)c1ccccc12	i	0.5	/	/	/
CCc1cccc(CC)c1N(COC)C(=O)CCl	i	1.2	/	/	/
CCN1C(=O)NC(=O)C2(CCCC2)C1=O	i	0.7	/	/	/
COC(=O)C1=C(c2cccc(OCc3ccccc3)c2)C[C@@H]2CC[C@H]1N2C	i	1.0	/	/	/
O=C(NN=Cc1ccc(N(CCCl)CCCl)cc1Cl)c1cccnc1	i	2.6	/	/	/
CCOC(=O)[C@]12Cc3ccccc3[C@H]1N(CCC(=O)OC)C(=O)c1ccccc12	+	4.6*	/	/	/
O=C1c2ccccc2-n2nnc(-c3ccccc3)c2C2c3ccccc3CCN12 (stereo not given)	i	1.2	/	/	/
O=P(Oc1ccc(Cl)cc1)(N1CC1)N1CC1	i	4.3	/	/	/
O=C1NCN(c2ccccc2)C12CCN(C(c1ccnc3ccccc13)c1nnnn1-c1ccc3c(c1)OCCO3)CC2 (stereo not given)	i	1.0	/	/	/
CC(C)CC1(CCc2ccccc2)C(=O)NC(=O)NC1=O	i	0.6	/	/	/
CCC(c1nnnn1-c1ccc(OC)cc1)N1CCC(n2c(=O)[nH]c3ccccc32)CC1 (stereo not given)	i	0.8	/	/	/
CC12CCC(=O)C=C1CCC1C2C(O)CC2(C)C(O)CCC12 (stereo not given)	i	0.5	/	/	/
C[C@H](CO)N1C[C@H](C)[C@@H](CN(C)C(=O)Oc2ccccc2)OCc2cnnn2CCCC1=O	i	0.7	/	/	/
CC(C)CN1Cc2cc(-c3ccccc3)ccc2-n2nncc2C1	i	0.5	/	/	/
CC(O)C1C=CC=CC(=O)OC2CC3OC4C5OC5(C)CCC4(COC(=O)C4OC4(C)C(O)CO1)C2(C)C31CO1 (stereo not given)	?	/	/	/	/
c1ccc(C2(NC3=NCCO3)CCCCC2)cc1	i	0.4	/	/	/
CCOC(=O)[C@]12Cc3cc(OC)ccc3[C@H]1N(CC(=O)OC)C(=O)c1cc(OC)ccc12	i	2.3	/	/	/
COc1ccc(C2C3C=CC(C3)C2C(=O)O)cc1 (stereo not given)	i	0.9	/	/	/
O=NN(CCF)C(=O)NC1CCC(=O)NC1=O (stereo not given)	i	0.9	/	/	/

Random excerpt: 5 compounds from above
SMILES	Myeloid diff MLP	Myeloid diff MLP GFP+ MAC1+ %	Lipid droplet	T cell modulator	T cell modulator vesicle-bound %	others
CC(C)CN1Cc2cc(-c3ccccc3)ccc2-n2nncc2C1	i	0.5	/	/	/
C[C@H](CO)N1C[C@H](C)[C@@H](CN(C)C(=O)Oc2ccccc2)OCc2cnnn2CCCC1=O	i	0.7	/	/	/
O=NN(CCF)C(=O)NC1CCC(=O)NC1=O (stereo not given)	i	0.9	/	/	/
CC12CCC(=O)C=C1CCC1C2C(O)CC2(C)C(O)CCC12 (stereo not given)	i	0.5	/	/	/
CCC(c1nnnn1-c1ccc(OC)cc1)N1CCC(n2c(=O)[nH]c3ccccc32)CC1 (stereo not given)	i	0.8	/	/	/

Among those listed so far, three contain a carbonyl joined to an NH by a bond outside any ring:
SMILES	Myeloid diff MLP	Myeloid diff MLP GFP+ MAC1+ %	Lipid droplet	T cell modulator	T cell modulator vesicle-bound %	others
O=C(NCCCN1CC1)Nc1cccc2ccccc12	i	2.0	/	/	/
O=C(NN=Cc1ccc(N(CCCl)CCCl)cc1Cl)c1cccnc1	i	2.6	/	/	/
O=NN(CCF)C(=O)NC1CCC(=O)NC1=O (stereo not given)	i	0.9	/	/	/

Carrying on:
SMILES	Myeloid diff MLP	Myeloid diff MLP GFP+ MAC1+ %	Lipid droplet	T cell modulator	T cell modulator vesicle-bound %	others
COc1ccc(C=C2C(=O)NC(=S)NC2=O)cc1	i	1.0	/	/	/
O=C1NC(=O)C2(CCCC2)C(=O)N1	i	1.4	/	/	/
CCN1CCOC(c2ccccc2)C1 (stereo not given)	i	0.3	/	/	/
Cc1ccc(OC(=O)N(C)C[C@@H]2OCc3cnnn3CCCC(=O)N([C@@H](C)CO)C[C@H]2C)cc1	i	0.6	/	/	/
CC1=C(C)CC2(C(=O)NC(=O)NC2=O)C(C)C1 (stereo not given)	i	1.0	/	/	/
COc1ccc(CCN)cc1S(N)(=O)=O	i	2.4	/	/	/
O=S1(=O)NCC2(CC2)CN1Cc1ccccc1	i	0.4	/	/	/
CC12CCC3C(CCC4CC(=O)OCC43C)C1CCC2O (stereo not given)	i	0.8	/	/	/
CC(=O)C1(O)CCC2C3CCC4=C(Cl)C(=O)CCC4(C)C3CCC21C (stereo not given)	i	1.6	/	/	/
COC(=O)CN(CCCl)P1(=O)OCCCN1CCCl (stereo not given)	i	0.8	/	/	/
CSc1nc(NC(C)C)nc(NC(C)C)n1	i	0.5	/	/	/
COc1ccc(C(c2nnnn2-c2c(C)cccc2C)N2CCC3(CC2)C(=O)NCN3c2ccccc2)cc1 (stereo not given)	i	1.2	/	/	/
COc1cccc(NP2(=O)OCC(C)([N+](=O)[O-])CO2)c1 (stereo not given)	i	0.9	/	/	/
CC(=O)NCC1=C(c2ccc3ccccc3c2)C[C@@H]2CC[C@H]1N2Cc1ccco1	i	0.2	/	/	/
Cc1ccc(-[n+]2c(Cc3nn(-c4ccccc4)c(C)[n+]3-c3ccc(C)cc3)nn(-c3ccccc3)c2C)cc1	i	0.9	/	/	/
COc1ccc(CCNCc2cc(OC)cc(OC)c2)cc1	i	0.7	/	/	/
CCOC(=O)CNC(=O)N1Cc2cc(-c3cccc(F)c3)ccc2-n2nncc2C1	i	0.6	/	/	/
CN1CCCC2c3ccccc3CCC21 (stereo not given)	i	1.0	/	/	/
COc1ccccc1-n1c(-c2ccc(C)cc2)nc2ccccc2c1=O	i	0.3	-6.6	/	/	Lipid droplet cells 6.5 µM=763
O=[N+]([O-])c1ccccc1CCl	i	1.6	/	i	13.2
c1ccc2nc(N3CCNCC3)ccc2c1	i	1.7&3.5	/	i	65.8
C[C@H]1CC2C3CC=C4C[C@@H](O)CC[C@]4(C)C3CC[C@]2(C)[C@H]1O (stereo not given in full)	i	1.6	/	i	34.7
COC(=O)C1=C(c2cccc(C#N)c2)C[C@@H]2CC[C@H]1N2C(=O)NCCOc1ccc(OC)cc1	i	1.8	/	i	24.6
Cc1cc(N2CCN(C)CC2)nc2ccccc12	i	0.4	/	i	56.7
Cc1cccc(C#N)c1	i	2.1	/	i	19.0
COc1cc2c(c(OC)c1OC)-c1ccc(O)c(=O)cc1[C@@H](N)CC2	i	2.4	/	i	38.0
c1ccc(-c2ccncc2)cc1	i	3.0	/	i	23.0
COC(=O)C1=C(c2cc3ccccc3o2)C[C@@H]2CC[C@H]1N2C(=O)N1CCCC1	i	2.4	/	i	29.5
COC(=O)C1=C(c2cc3ccccc3s2)C[C@@H]2CC[C@H]1N2C(=O)NCCS(C)=O (stereo not given in full)	i	1.8	/	i	43.1
COc1cccc(-c2sc3ccccc3c2-c2ccc(OCCN3CCOCC3)cc2)c1	i	1.3	/	i	11.3
Oc1ccccc1Cl	i	3.5	/	i	10.4
C[C@]12CC[C@H](O)CC1C(=O)CC1C2CC[C@@]2(C)C1CC[C@@H]2O (stereo not given in full)	i	0.7	/	i	42.8
COC(=O)C1=C(c2ccc(C(C)=O)cc2)C[C@@H]2CC[C@H]1N2C(=O)NC1Cc2ccccc2C1	i	3.4	/	i	38.7
CN1CC[C@@]2(C)c3cc(O)ccc3N(C)C2O1 (stereo not given in full)	i	2.0	/	i	27.0
COC(=O)C1=C(c2cc3ccccc3s2)C[C@@H]2CC[C@H]1N2C(=O)N1CCC(C)CC1	i	2.5	/	i	17.4
COC(=O)C1=C(c2ccc(F)cc2OCc2ccccc2)C[C@@H]2CC[C@H]1N2C	i	2.3	/	i	53.6
CCOC(=O)C1(CCc2ccccc2)CCN(C(C)CSC)CC1 (stereo not given)	i	0.5	/	i	57.4
COC(=O)C1=C(c2ccc(OC)c(OC)c2)C[C@@H]2CC[C@H]1N2C(=O)NC(C)C	i	1.3	/	i	22.5
CCOc1cc(C=O)ccc1O	i	1.5	/	i	12.6
COC(=O)C1=C(c2ccc(Cl)c(C(F)(F)F)c2)C[C@@H]2CC[C@H]1N2C(=O)N1CCC(C)CC1	i	1.8	/	i	58.0

Screens (PubChem)
